Ecoli viability – counter-screen for AddAB inhibitors: E. coli growth inhibition; E. coli V3065 growth, OD600 absorbance, 18 h; inhibition, % at 11.9 µM; 330,000 tested, 0.27% active;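 active means inhibition above the campaign's mean inhibition across all tested compounds plus 3 SD, cut at about 9.9% in these data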;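 further: uninfected addAB+ strain grown without phage in ampicillin broth; 0% = DMSO wells and 100% = ciprofloxacin 0.95 µg/ml wells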
PfHsp90 yeast 2 – growth inhibition of yeast expressing Plasmodium Hsp90. S. cerevisiae expressing PfHsp90, BacTiter-Glo ATP, 48 h; yeast lacking PDR1 and PDR3 efflux regulators. inhibition, % at 9.4 µM. 310,000 tested, 0.32% active. AID 504621;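 active means every replicate shows inhibition above about 80%, whatever the replicate mean, limit read from the data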;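 further: 0% = DMSO neutral controls and 100% = 20 µM radicicol positive controls; yeast relying on Plasmodium falciparum Hsp90 in place of its own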
MOR-DOR inv ag – mu-delta opioid heterodimer inverse agonism; inhibition, % at 9.3 µM; cell-based MOR-DOR heterodimer luminescence; P35372+P41143; 340,000 tested, 0.21% active; AID 504357; in the data active means inhibition above about 22%, passing the limit was not always enough;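 further: 0% = cells with DMSO and 100% = wells without cells with DMSO; values of inactives mirror those of a sister screen read the other way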
Target sequence (P35372 whole entry, looked up): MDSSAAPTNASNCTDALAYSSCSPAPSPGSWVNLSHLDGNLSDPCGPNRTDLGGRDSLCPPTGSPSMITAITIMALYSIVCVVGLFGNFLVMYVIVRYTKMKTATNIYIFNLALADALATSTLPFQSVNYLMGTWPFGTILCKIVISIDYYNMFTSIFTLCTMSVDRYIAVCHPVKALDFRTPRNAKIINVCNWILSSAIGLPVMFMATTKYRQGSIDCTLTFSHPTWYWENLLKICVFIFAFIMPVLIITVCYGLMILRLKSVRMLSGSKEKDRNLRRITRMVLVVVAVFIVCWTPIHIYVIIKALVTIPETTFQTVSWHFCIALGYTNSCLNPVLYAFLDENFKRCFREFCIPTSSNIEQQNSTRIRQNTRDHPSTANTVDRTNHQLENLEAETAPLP
Target sequence (P41143 whole entry, looked up): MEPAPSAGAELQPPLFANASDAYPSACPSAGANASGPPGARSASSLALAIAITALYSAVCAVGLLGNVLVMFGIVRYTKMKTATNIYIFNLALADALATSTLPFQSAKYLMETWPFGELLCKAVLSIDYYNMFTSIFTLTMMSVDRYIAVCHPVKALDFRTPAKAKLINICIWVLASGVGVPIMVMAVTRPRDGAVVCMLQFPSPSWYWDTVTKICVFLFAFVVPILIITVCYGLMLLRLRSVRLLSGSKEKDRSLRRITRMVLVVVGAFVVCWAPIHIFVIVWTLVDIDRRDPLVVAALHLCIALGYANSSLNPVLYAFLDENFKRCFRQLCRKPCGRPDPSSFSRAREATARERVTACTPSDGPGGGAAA
AddAB inh – less growth of phage-infected E. coli with AddAB; AID 435030; inhibition, % at 11.9 µM; 330,000 tested, 0.29% active; E. coli expressing H. pylori AddAB, absorbance growth; in the data active means inhibition above about 12%;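 further: 0% = vehicle wells of infected cells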
SUMO Mot1 rescue – inhibitors of SUMOylation pathway: yeast Mot1-301 growth rescue; S. cerevisiae Mot1-301 growth rescue, ATP luminescence, 38.5C; percent above DMSO median, 100 means doubled; growth rescue, % at 18.8 µM; 320,000 tested, 1% active;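 active means every valid replicate shows activation above 250% relative to neutral control wells; inactive means the rest, any valid replicate at or below 250%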;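 further: OY570 slx delta 5 strain wells were the positive control but not used for scaling; some compounds called inactive have numbers as strong as hits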
Pemphigus Ab inh – human desmoglein-3 autoantibody binding inhibition. P32926. DSG3-coupled beads, scFv-anti-DSG3-GFP binding, flow cytometry; active compounds read low. binding (percent of control), % at 10 µM. 310,000 tested, 0.48% active. AID 588358;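 active means binding more than 3 SD below its plate's average and above zero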;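 further: hits lower antibody fragment binding to DSG3; some compounds called inactive have numbers as strong as hits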
MOR-DOR ag – OPRM1-OPRD1 heterodimerization agonism | P35372+P41143 | cells, luminescence | activation, % at 9.3 µM | 340,000 tested, 0.3% active | AID 504326; in the data active means activation above about 18%;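 further: 0% = vehicle-treated cells and 100% = reference agonist; values of inactives mirror those of a sister screen read the other way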
HTR5A ag ctr – activates human HTR5A in OPRM1-OPRD1 agonist counter-screen | HTR5A agonist assay, luminescence, cell-based | activation, % at 9.3 µM | 340,000 tested, 0.61% active; in the data active means activation mostly above about 9.5%, no sharp cut-off; inactive means mostly below about 7.6%;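 further: 0% = cells with vehicle only and 100% = reference agonist; strong numbers were not always called active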
HTR5A inv ctr – inverse agonist of human HTR5A in OPRM1-OPRD1 counter-screen; P47898; HTR5A cell line, luminescence, inverse agonism; inhibition, % at 9.3 µM; 340,000 tested, 0.083% active; AID 504634; in the data active means inhibition mostly above about 23%, no sharp cut-off; inactive means mostly below about 18%;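 further: 0% = cells with DMSO and 100% = no-cell wells with DMSO; some compounds called inactive have numbers as strong as hits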
phage Ecoli inh – E. coli growth loss with phage present; 360,000 tested, 0.26% active; growth absorbance; AID 651602; inhibition, % at 11.9 µM; in the data active means inhibition above about 11%
PKA-R1A act – PKA-R1A complex activation | PKA-R1A dissociation, Cy5-IP20 fluorescence polarization; scaled: DMSO 0%, 113 µM cGMP 100% | activation, % at 11.4 µM | 340,000 tested, 0.083% active;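 active means percent activation above the mean of all tested compounds plus 3 SD, cut at about 19% in these data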;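 further: higher means more PKAc released from R1A so a rise in polarization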
Starred values were filed as active, the others as inactive; & = joins results of further samples.

Results for Cc1cccc(-n2ncc3c2CCCC3NC(=O)Cc2c(C)noc2C)c1C (stereo unspecified) ?
Ecoli viability: 2.0; PfHsp90 yeast 2: -14; MOR-DOR inv ag: 3; AddAB inh: 2.8; SUMO Mot1 rescue: -21; Pemphigus Ab inh: 109; MOR-DOR ag: -0.8; HTR5A ag ctr: 0; HTR5A inv ctr: -39; phage Ecoli inh: 0.2; PKA-R1A act: -8

What do the screens show for `CCn1c(=O)cc(SCC(=O)Nc2cccnc2)c2ccccc21`?
Ecoli viability: -0.2; MOR-DOR inv ag: 3; AddAB inh: 2.3; SUMO Mot1 rescue: 19; Pemphigus Ab inh: 95; MOR-DOR ag: -0.6; HTR5A ag ctr: -1; HTR5A inv ctr: -31; phage Ecoli inh: 2.2; PKA-R1A act: 0

How did O=C(COc1ccc(/C=N/NC(=O)c2ccccc2O)cc1)Nc1ccc([N+](=O)[O-])cc1 do in these assays?
Ecoli viability: -2.6; PfHsp90 yeast 2: -7; MOR-DOR inv ag: 7; AddAB inh: 0.6; SUMO Mot1 rescue: 13; Pemphigus Ab inh: 127; MOR-DOR ag: -1.3; HTR5A ag ctr: -2; HTR5A inv ctr: 5; phage Ecoli inh: 3.1; PKA-R1A act: -4

Results for CC(=O)c1cc(C#N)c(SCC(=O)OC(C)(C)C)nc1C ?
Ecoli viability: 2.2; PfHsp90 yeast 2: 1; MOR-DOR inv ag: -26; AddAB inh: 2.2; SUMO Mot1 rescue: -1; Pemphigus Ab inh: 102; MOR-DOR ag: 4.4; HTR5A ag ctr: -3; HTR5A inv ctr: 9; phage Ecoli inh: 0.7; PKA-R1A act: 2

Results for Cc1ccc(-n2nc3cc(C)c(NC(=O)c4cccnc4)cc3n2)cc1 ?
Ecoli viability: 0.0; PfHsp90 yeast 2: 1; MOR-DOR inv ag: -10; AddAB inh: 1.2; SUMO Mot1 rescue: -16; Pemphigus Ab inh: 78*; MOR-DOR ag: 1.8; HTR5A ag ctr: 2; HTR5A inv ctr: -6; phage Ecoli inh: 4.0; PKA-R1A act: -24

How did CCN(CC(=O)Nc1c(F)cccc1F)C(=O)/C=C/c1ccc(S(=O)(=O)N2CCCCCC2)cc1 do in these assays?
Ecoli viability: -0.2; MOR-DOR inv ag: -19; AddAB inh: 1.2; SUMO Mot1 rescue: -6; Pemphigus Ab inh: 92; MOR-DOR ag: 3.0; HTR5A ag ctr: 3; HTR5A inv ctr: -7; phage Ecoli inh: 1.4; PKA-R1A act: 2

How did COc1ccc(Nc2nc(-c3ccccc3)c3ccccc3n2)cc1 do in these assays?
Ecoli viability: 1.0; PfHsp90 yeast 2: -61; MOR-DOR inv ag: 5; AddAB inh: 3.5; SUMO Mot1 rescue: 5; MOR-DOR ag: -1.1; HTR5A ag ctr: 2; HTR5A inv ctr: 26; phage Ecoli inh: 2.6; PKA-R1A act: 0

What do the screens show for `CC(C)(C)OC(=O)COc1cc(F)ccc1[N+](=O)[O-]`?
Ecoli viability: 1.2; PfHsp90 yeast 2: -1; MOR-DOR inv ag: 24; AddAB inh: 1.3; SUMO Mot1 rescue: 13; Pemphigus Ab inh: 107; MOR-DOR ag: -4.4; HTR5A ag ctr: -2; HTR5A inv ctr: 6; phage Ecoli inh: 1.5; PKA-R1A act: -5

What do the screens show for `O=C(Cc1ccccc1)NCCC1=CCCCC1`?
Ecoli viability: 1.8; PfHsp90 yeast 2: -8; MOR-DOR inv ag: -4; AddAB inh: 1.5; SUMO Mot1 rescue: 19; Pemphigus Ab inh: 86; MOR-DOR ag: 0.6; HTR5A ag ctr: -1; HTR5A inv ctr: -14; phage Ecoli inh: 3.4; PKA-R1A act: 8

What do the screens show for `Cc1cc(NC(=O)CSc2nnnn2-c2ccc(C)c(C)c2)no1`?
Ecoli viability: 0.5; PfHsp90 yeast 2: 13; AddAB inh: 1.3; SUMO Mot1 rescue: 272; Pemphigus Ab inh: 99; phage Ecoli inh: 5.5

Results for O=C(CCCCCNC(=O)N1CCn2c1nc1ccccc12)N[C@@H](C(=O)O)c1ccccc1 ?
Ecoli viability: -0.8; PfHsp90 yeast 2: 8; AddAB inh: 2.4; SUMO Mot1 rescue: -5; phage Ecoli inh: 4.3; PKA-R1A act: -3

What do the screens show for `CCOC(=O)c1nn(-c2ccc(F)cc2)c(=O)cc1OCC(=O)Nc1ccc(OCC)cc1`?
Ecoli viability: 1.4; PfHsp90 yeast 2: 25; MOR-DOR inv ag: -33; AddAB inh: -0.6; SUMO Mot1 rescue: 14; Pemphigus Ab inh: 100; MOR-DOR ag: 6.1; HTR5A ag ctr: 4; HTR5A inv ctr: -24; phage Ecoli inh: -1.5; PKA-R1A act: -11

What do the screens show for `Cc1ccc(-c2noc(Cn3cc(S(=O)(=O)N4CCCC4)ccc3=O)n2)cc1`?
Ecoli viability: 0.0; PfHsp90 yeast 2: 2; MOR-DOR inv ag: 15; AddAB inh: -0.1; SUMO Mot1 rescue: 7; Pemphigus Ab inh: 111; MOR-DOR ag: -3.6; HTR5A ag ctr: 5; HTR5A inv ctr: -15; phage Ecoli inh: 0.8; PKA-R1A act: -4

What do the screens show for `CCN(CC(=O)NCc1cccs1)C(=O)c1ccc(NS(=O)(=O)c2cccc([N+](=O)[O-])c2)cc1`?
Ecoli viability: 0.0; MOR-DOR inv ag: 4; AddAB inh: -1.5; SUMO Mot1 rescue: -14; Pemphigus Ab inh: 105; MOR-DOR ag: -0.6; HTR5A ag ctr: 3; HTR5A inv ctr: -16; phage Ecoli inh: 2.3; PKA-R1A act: 3

What do the screens show for `CCOC(=O)C(C)(C)N(Cc1ccccc1C)S(=O)(=O)c1ccc(Cl)c([N+](=O)[O-])c1`?
Ecoli viability: 1.0; PfHsp90 yeast 2: -7; MOR-DOR inv ag: -22; AddAB inh: 3.6; SUMO Mot1 rescue: 1; Pemphigus Ab inh: 101; MOR-DOR ag: 3.8; HTR5A ag ctr: -3; HTR5A inv ctr: 10; phage Ecoli inh: 1.2; PKA-R1A act: -12

What do the screens show for `O=C(c1cccc(OC(F)F)c1)N1CCN(c2ncccn2)CC1`?
Ecoli viability: 1.0; PfHsp90 yeast 2: -11; MOR-DOR inv ag: 7; AddAB inh: 5.1; SUMO Mot1 rescue: 7; Pemphigus Ab inh: 103; MOR-DOR ag: -1.2; HTR5A ag ctr: 1; HTR5A inv ctr: -42; phage Ecoli inh: 2.3; PKA-R1A act: 0

Results for C#CCOc1c(Cl)cc(C2C3=C(CCCC3=O)N(CC(=O)O)C3=C2C(=O)CCC3)cc1OC ?
Ecoli viability: -2.0; PfHsp90 yeast 2: -18; MOR-DOR inv ag: -7; AddAB inh: -0.2; SUMO Mot1 rescue: 1; Pemphigus Ab inh: 96; MOR-DOR ag: 1.3; HTR5A ag ctr: 1; HTR5A inv ctr: -7; phage Ecoli inh: 2.7; PKA-R1A act: -1

Results for O=C(COC(=O)c1nsc(Cl)c1Cl)NC1CCCC1 ?
Ecoli viability: 0.4; PfHsp90 yeast 2: -1; MOR-DOR inv ag: 5; AddAB inh: -0.2; SUMO Mot1 rescue: 15; Pemphigus Ab inh: 97; MOR-DOR ag: -0.8; HTR5A ag ctr: -1; HTR5A inv ctr: 4; phage Ecoli inh: 2.4; PKA-R1A act: 8

What do the screens show for `CC(C)(C)c1ccc(C(CC(=O)O)NC(=O)CSc2ccccc2)cc1` (stereo unspecified)?
Ecoli viability: -1.0; PfHsp90 yeast 2: -28; AddAB inh: 1.1; SUMO Mot1 rescue: -31; Pemphigus Ab inh: 101; phage Ecoli inh: 4.9

What do the screens show for `CC(=O)N1CCN(c2ccc(NC(=O)c3cccc(Cl)c3)cc2)CC1`?
Ecoli viability: 0.2; PfHsp90 yeast 2: 8; MOR-DOR inv ag: 11; AddAB inh: 2.2; SUMO Mot1 rescue: -7; Pemphigus Ab inh: 106; MOR-DOR ag: -2.4; HTR5A ag ctr: 1; HTR5A inv ctr: -5; phage Ecoli inh: 1.6; PKA-R1A act: -2

Next part; the last two above are carried over.
What do the screens show for `CC(C)(C)c1ccc(C(CC(=O)O)NC(=O)CSc2ccccc2)cc1` (stereo unspecified)?
Ecoli viability: -1.0; PfHsp90 yeast 2: -28; AddAB inh: 1.1; SUMO Mot1 rescue: -31; Pemphigus Ab inh: 101; phage Ecoli inh: 4.9

What do the screens show for `CC(=O)N1CCN(c2ccc(NC(=O)c3cccc(Cl)c3)cc2)CC1`?
Ecoli viability: 0.2; PfHsp90 yeast 2: 8; MOR-DOR inv ag: 11; AddAB inh: 2.2; SUMO Mot1 rescue: -7; Pemphigus Ab inh: 106; MOR-DOR ag: -2.4; HTR5A ag ctr: 1; HTR5A inv ctr: -5; phage Ecoli inh: 1.6; PKA-R1A act: -2

What do the screens show for `CCOC(=O)c1c(S(=O)(=O)N2CCCC2)c(C)n(C)c1C`?
Ecoli viability: -0.9; PfHsp90 yeast 2: 8; MOR-DOR inv ag: 3; AddAB inh: 0.6; SUMO Mot1 rescue: 5; Pemphigus Ab inh: 85; MOR-DOR ag: -0.7; HTR5A ag ctr: 10; HTR5A inv ctr: -24; phage Ecoli inh: 1.9; PKA-R1A act: 10

Results for COc1ccc(N2CCN(C(=O)Cn3cnc4c(cnn4-c4ccc(C)cc4)c3=O)CC2)cc1 ?
Ecoli viability: -0.8; PfHsp90 yeast 2: -3; MOR-DOR inv ag: 11; AddAB inh: -0.7; SUMO Mot1 rescue: -5; Pemphigus Ab inh: 96; MOR-DOR ag: -2.4; HTR5A ag ctr: -1; HTR5A inv ctr: 2; phage Ecoli inh: 1.6; PKA-R1A act: -10

What do the screens show for `Cc1csc(=Nc2ccc(S(=O)(=O)N3CCOCC3)cc2)n1Cc1ccco1`?
Ecoli viability: 0.2; PfHsp90 yeast 2: 3&8; MOR-DOR inv ag: 3&4; AddAB inh: 2.4; SUMO Mot1 rescue: 3; Pemphigus Ab inh: 112&105; MOR-DOR ag: -0.5&-0.8; HTR5A ag ctr: 0&-2; HTR5A inv ctr: 2&8; phage Ecoli inh: 1.3&0.7; PKA-R1A act: -9&-4

Results for COc1cc(O)c(CCO)c2c1C(=O)C[C@@H](C)O2 ?
Ecoli viability: -2.7; PfHsp90 yeast 2: 0; MOR-DOR inv ag: 9; AddAB inh: 3.7; SUMO Mot1 rescue: 75; Pemphigus Ab inh: 104; MOR-DOR ag: -1.7; HTR5A ag ctr: 1; HTR5A inv ctr: 8; phage Ecoli inh: 2.2; PKA-R1A act: 12

What do the screens show for `C/C(=N\Nc1nc(N2CCCCC2)nc(N2CCOCC2)n1)c1cccs1`?
Ecoli viability: -1.7; PfHsp90 yeast 2: 2; MOR-DOR inv ag: 19; AddAB inh: 0.7; SUMO Mot1 rescue: -6; Pemphigus Ab inh: 107; MOR-DOR ag: -3.4; HTR5A ag ctr: -3; HTR5A inv ctr: 7; phage Ecoli inh: 1.5; PKA-R1A act: -19

How did CN(C)CC#Cc1cncc(C(=O)NNC(=O)Nc2ccc(Cl)cc2)c1 do in these assays?
Ecoli viability: -0.7; PfHsp90 yeast 2: 4; MOR-DOR inv ag: 20; AddAB inh: -0.8; SUMO Mot1 rescue: 0; Pemphigus Ab inh: 99; MOR-DOR ag: -4.1; HTR5A ag ctr: 1; HTR5A inv ctr: 8; phage Ecoli inh: 0.8; PKA-R1A act: -11

Rows were taken by chance; about 3.2% have a hit in one of these screens.
